# Source: PubChem
# DRD3 agonist: qHTS of D3 Dopamine Receptor Agonist: qHTS; D3R DiscoveRx beta-arrestin cells, luminescence, 90 min; AID 652048, 2013; actives 0.58% (n = 410,000); max activation, %; in the data active means max activation above about 30%; further: 0% is about no effect; mostly tested at two doses, the higher about 12 µM
#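 Cells at 1500/well, incubated overnight, then treated with pinned compounds (dopamine as control) for 90 min at 37 degrees C. DiscoveRx reagent added for 30 - 60 minutes at room temperature; luminescence read.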
# D3 antag: qHTS of D3 Dopamine Receptor Antagonist: qHTS. D3R cells, DiscoveRx beta-arrestin luminescence, antagonist mode; hits give low values. max response, negative = inhibition, %. actives 2.5% (n = 360,000); in the data active means max response below about -50%; inconclusive means no clear call, values can overlap the other calls; further: on the % scale 0 is the no-effect control and ±100 the full control effect; mostly tested at two doses, the higher about 12 µM
#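 Cells expressing the human receptor were seeded at 1500 cells/well, incubated overnight at 37 degrees C in 5% CO2, then exposed to library compounds with dopamine controls for 90 minutes at 37 degrees C before luminescent detection.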
# EPAC2 ag: qHTS for Agonist of cAMP-regulated guanine nucleotide exchange factor 4 (EPAC2): primary screen. actives 0.079% (n = 360,000). Rap guanine nucleotide exchange factor 4 (Homo sapiens), Q8WZA2. Potency, µM (titrated, usually from 154 µM), for the others: at the top dose activation, actives largely listed as activators. EPAC2 activation, biochemical qHTS; response scale: 100% = 6.5 mM cAMP response. AID 720711, 2013; further: potency means the concentration at half of the fitted maximal effect; nearly all actives have a fitted effect of over 50% in size
# Target sequence (Q8WZA2 whole entry, looked up): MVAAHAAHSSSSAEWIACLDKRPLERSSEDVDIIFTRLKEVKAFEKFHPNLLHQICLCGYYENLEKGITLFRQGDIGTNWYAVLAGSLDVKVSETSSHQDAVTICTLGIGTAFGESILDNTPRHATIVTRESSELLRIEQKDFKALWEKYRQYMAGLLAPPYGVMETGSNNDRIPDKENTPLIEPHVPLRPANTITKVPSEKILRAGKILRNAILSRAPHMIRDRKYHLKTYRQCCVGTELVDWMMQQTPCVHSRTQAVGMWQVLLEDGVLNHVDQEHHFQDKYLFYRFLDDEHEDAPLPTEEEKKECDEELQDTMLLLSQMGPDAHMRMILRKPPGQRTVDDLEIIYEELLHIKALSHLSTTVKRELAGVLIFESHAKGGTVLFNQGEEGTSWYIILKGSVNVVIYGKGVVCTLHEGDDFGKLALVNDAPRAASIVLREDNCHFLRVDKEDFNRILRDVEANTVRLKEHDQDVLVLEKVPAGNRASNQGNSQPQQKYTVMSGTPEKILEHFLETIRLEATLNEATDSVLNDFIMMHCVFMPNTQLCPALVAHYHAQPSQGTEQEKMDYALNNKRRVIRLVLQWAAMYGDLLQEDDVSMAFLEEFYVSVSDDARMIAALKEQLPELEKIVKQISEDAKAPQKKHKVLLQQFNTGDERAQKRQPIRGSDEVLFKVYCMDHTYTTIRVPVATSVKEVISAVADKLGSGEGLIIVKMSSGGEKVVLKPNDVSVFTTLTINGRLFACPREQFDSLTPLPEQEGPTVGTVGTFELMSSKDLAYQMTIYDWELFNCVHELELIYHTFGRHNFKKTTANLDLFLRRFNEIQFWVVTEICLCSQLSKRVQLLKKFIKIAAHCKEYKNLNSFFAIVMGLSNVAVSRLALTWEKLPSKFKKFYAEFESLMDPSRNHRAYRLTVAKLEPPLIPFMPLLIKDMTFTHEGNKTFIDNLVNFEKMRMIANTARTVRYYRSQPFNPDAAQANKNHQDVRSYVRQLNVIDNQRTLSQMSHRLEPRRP
#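 In this primary screen, activation is scored as increased exchange of BODIPY-GDP from Rap1B by 100 nM EPAC2, with 50 uM GDP as competitor. Signal is normalized to the 6.5 mM cAMP agonist control.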
# PTHR1 agonist: qHTS for PTHR1 Agonists: Primary Screen. Parathyroid hormone/parathyroid hormone-related peptide receptor (Homo sapiens), Q03431. HEK293 GP2 PTHR1 cells, GloSensor cAMP luminescence, 1 h. Potency, µM (top dose mostly 115 µM), for the others: at the highest dose activation, hits mostly activators. actives 0.075% (n = 410,000); further: potency means the concentration at half of the fitted maximal effect; nearly all actives have a fitted effect of over 55% in size; some results filed as inactive show a strong effect at the top dose; inactives centre near -15; many of its hits are not listed in these tables
#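 HEK-293-derived GP2 cells expressing PTHR1 and a GloSensor cAMP reporter, 3,000/well, plated overnight, given luciferin plus IBMX (each 0.5 mM as added) for 1 h at 37 °C, then compound for 1 h at 37 °C. Luminescence was read after 15 min at room temperature.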
# EPAC2 antag: qHTS for Antagonist of cAMP-regulated guanine nucleotide exchange factor 2 (EPAC2): primary screen; AID 720708, 2013; EPAC2 GEF exchange of Rap1B-BODIPY-GDP, fluorescence; Rap guanine nucleotide exchange factor 4 (Homo sapiens), Q8WZA2; actives 0.18% (n = 360,000); Potency, µM (top dose mostly 114 µM), for inactives: top-dose activity, negative = inhibition, hits mostly inhibitors; further: potency means the concentration at half of the fitted maximal effect; on the % scale 0 is the no-effect control and ±100 the full control effect; nearly all actives have a fitted effect of over 45% in size; many of its hits are not listed in these tables
# MmCpn inh: Inhibitors of TCP-1 ring complex (TRiC) of Methanococcus maripaludis (MmCpn): qHTS; purified Mm-Cpn ATPase, ADP Transcreener TR-FRET; Potency, µM (highest dose often 76.9 µM), for the others: at the top dose activity, negative = inhibition, most hits filed as inhibitors; actives 0.031% (n = 330,000); further: potency means the concentration at half of the fitted maximal effect; on the % scale 0 is the no-effect control and ±100 the full control effect; nearly all actives have a fitted effect of over 80% in size
#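 Quantitative HTS used 25 nM Mm-CPN and 10 uM ATP in magnesium/KCl Tris buffer, pH 7.4, with 1 mM DTT. Hydrolysis ran 30 min at 37°C; ADP was read by HTRF.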
# CCT modulator: High-Throughput Screening for Modulators of Cytosolic Chaperonin Activity; purified chaperonin ATPase assay, HTRF ADP detection, 30 min; actives 0.3% (n = 360,000); activity change, % (no concentration beside the values), hits read low; in the data active means activity change below about -30%; further: on the % scale 0 is the no-effect control and ±100 the full control effect
#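 We incubate TRiC, 40 or 20 nM final, with library compounds at 76 uM and 10 uM ATP for 30 min at 37 °C. ADP formed is detected with Transcreener HTRF reagents after 30 min at room temperature.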
# pAkt inh: HTS Assay for Inhibitors of Akt Phophorylation: Primary Screen. Neuro2A IGF-stimulated pAkt S473 HTRF, 20 min; hits give low values. activity change, % for hits at 50 µM. actives 0.32% (n = 360,000); in the data active means activity change below about -80%; inconclusive means mostly about -51% to -80%; further: on the % scale 0 is the no-effect control and ±100 the full control effect
#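 Single-point screen (50 µM final compound) in Neuro2A cells stimulated 20 min with 6 nM IGF at 37 deg C. After lysis, Ser473-phosphorylated Akt read by HTRF (ex 330 nm, em 615/665 nm) as the 665/615 ratio.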
# An asterisk follows results filed as active; i = inactive; ? = inconclusive; . = not tested or not shown; & = joins results of further samples; [ ] = remark or other dose. Unless noted, the call rests on the fitted dose curve; in most records, active means well fitted curve in the direction sought with a large enough effect; inconclusive means small, poorly fitted or top-dose-only effect, or another doubt; inactive means no such curve, though single readings can be large; an effect the other way counts as inactive or inconclusive. An excerpt; the hit share may differ from the screen's.
SMILES,DRD3 agonist,D3 antag,EPAC2 ag,PTHR1 agonist,EPAC2 antag,MmCpn inh,CCT modulator,pAkt inh
COc1ccc(C2=NN(C(=S)Nc3ccccc3)C(c3ccccc3)C2)cc1 (centres undefined),-7.2,-20.4,0.3%,-9.0%,1.4%,-23.6%,-2.6,i
O=C(NCC(=O)N1CCN(c2ccccc2F)CC1)c1cccs1,1.1,11.4,-3.4%,i,11.3%,0.0%,0.5,i
COc1cc(OC)cc(C(=O)N2CCC(N3CCCCCC3)CC2)c1,-5.3,-5.2,12.2%,3.7%,-2.9%,0.7%,-3.2,i
O=C(Cn1cnc2cc([N+](=O)[O-])ccc2c1=O)Nc1ccccc1Cl,-1.0,-4.1,12.7%,i,9.8%,8.2%,-1.5,i
O=C(Nc1ccccc1)[C@@H]1CCCN1S(=O)(=O)c1ccc(Cl)cc1,-9.8,4.2,-4.5%,i,-1.1%,-0.8%,-1.9,i
N=c1n(Cc2ccccc2)c2ccccc2n1Cc1ccccc1,2.3,-0.3,8.0%,5.6%,-6.4%,-0.3%,-4.4,i
O=C(Cc1cccc(NC(=O)C2CCN(C(=O)C3CCCCC3)CC2)c1)Nc1cccc(C(=O)N2CCCCC2)c1,-28.0,-21.0,8.7%,-28.1%,-5.4%,.,-0.8,i
COC(=O)c1ccc(CSc2n[nH]c(-c3ccccc3)n2)o1,2.2,15.1,14.1%,i,15.1%[57.1 µM],0.3%,1.8,i
CN(Cc1ccccc1)C(=O)[C@@H]1CCCN1C(=O)OC(C)(C)C,-2.2,8.2,5.5%,-17.8%,6.5%,.,-0.8,i
COc1ccc(C(=O)C[n+]2cccc3cc(C)ccc32)cc1,-3.0,3.8,4.4%,i,2.4%,-13.7%,-2.5,i

# 3 compounds from above, reduced to PTHR1 agonist:
canonical_smiles | PTHR1 agonist
COC(=O)c1ccc(CSc2n[nH]c(-c3ccccc3)n2)o1 | i
CN(Cc1ccccc1)C(=O)[C@@H]1CCCN1C(=O)OC(C)(C)C | -17.8%
COc1ccc(C(=O)C[n+]2cccc3cc(C)ccc32)cc1 | i

# (further entries)
SMILES,DRD3 agonist,D3 antag,EPAC2 ag,PTHR1 agonist,EPAC2 antag,MmCpn inh,CCT modulator,pAkt inh
COCCN1Cc2cccc(C(=O)Nc3ccc(S(=O)(=O)N4CCCCCC4)cc3)c2C1=O,2.0,-15.4,-3.0%,-12.5%,3.9%,0.2%,-2.4,i
Cc1nc(N)c(Br)c(C)c1Br,-10.6,-3.4,14.2%,16.3%,8.7%,-0.3%,0.2,i
CCOC(=O)C1CCN(C(=O)c2ccc3c(c2)NC(=O)/C(=C\c2cccc(C)c2)S3)CC1,2.6,-8.0,13.5%,-5.1%,-2.5%,-0.9%,-3.7,i
CCC(C)c1ccccc1N1CC(C(=O)N2CCN(S(=O)(=O)c3ccc(F)cc3)CC2)CC1=O (centres undefined),-13.5,-15.0,2.7%,-38.0%[inhibitor],-4.5%,1.5%,-1.9,i
COc1c(C)cc(C(=O)C2CCCN(C(=O)/C=C/c3ccccn3)C2)cc1C (centres undefined),4.9,1.1,3.1%,-24.7%,-3.3%,-0.3%,-0.5,i
CC(C(=O)NCCc1ccccc1)N1c2cccc3cccc(c23)S1(=O)=O (centres undefined),0.4,1.4,12.0%,-10.7%,-8.3%,-14.4%,-0.6,i
COc1cc(C(O)c2nc3ccccc3s2)cc(OC)c1OC (centres undefined),0.8,18.1,6.0%,-35.0%[inhibitor],-18.5%,0.6%,-2.5,i
O=C(/C=C/c1cccc(Br)c1)OCC(=O)N1CCN(c2ccccc2)CC1,-5.1,-7.7,20.2%,i,0.5%,-9.0%,-25.9,i
O=C(c1cccc(Cl)c1)N1CCN(C(=O)c2ccccc2F)CC1,6.2,0.0,9.5%,-15.8%,4.5%,0.4%,-1.0,i
CCOC(=O)CCc1c(C)c2ccc(OC3CCCCC3=O)cc2oc1=O (centres undefined),1.0,8.4,11.5%,-22.4%,-0.1%,-2.1%,-4.0,i
Clc1ccc(-c2nnc(-c3cccc4ccccc34)o2)cc1,-4.3,-9.7,15.2%,-11.4%,4.2%,.,-2.2,i
CC(C)c1ccc(N(CC(=O)NC2CCCCC2)C(=O)CNC(=O)c2ccco2)cc1,19.6,-9.1,3.7%,i,-3.9%,0.9%,0.4,i
Cc1cnc(C)c(N2CCN(Cc3cn(C)nc3-c3cccc(Cl)c3)CC2)n1,1.0,6.5,3.9%,-17.6%,-12.9%,-0.5%,1.1,i
CCCCN1CC(COCc2ccccc2)Oc2cc(Br)ccc2S1(=O)=O (centres undefined),2.1,-9.0,8.5%,9.3%,-8.3%,.,0.2,i
O=C(O)c1cccc(N2CCCCS2(=O)=O)c1,-11.6,-21.7,8.7%,-16.9%[57.5 µM],-2.0%,-1.1%,0.9,i
Fc1ccc(N2CCN(c3nnnn3-c3ccccc3)CC2)cc1,-0.4,-10.1,8.5%,19.8%,-3.0%,0.3%,0.4,i
Cc1cccc(N(C)C(=O)c2cc(S(=O)(=O)N3CCCC3)cn2C)c1,2.9&3.9,4.4,0.5%,i,-11.7%,0.7%,1.6,i
O=C(Nc1ccc(-c2nnc(-c3ccccc3)o2)cc1)C1CCCO1 (centres undefined),1.7,29.2,0.1%,-16.3%[57.5 µM],-3.3%,.,-1.6,.
COc1cccc(NC(=O)CSc2nnnn2C2CCCCC2)c1,-2.6,0.5,2.1%,9.3%,12.7%,1.7%,-0.1,i
Cn1nnc(NC(=S)NC(=O)c2cccc3c(Br)cccc23)n1,-9.9,?,1.5%,i,5.3%,-7.8%,-0.9,i
Nn1cnc2c(c1=O)C1(CCCCC1)Cc1ccccc1-2,-3.7,-11.5,-2.8%,i,-13.6%,0.9%,-10.0,i
Cc1ccnc(NC(=O)CNC(=O)c2ccco2)c1,2.7,-6.3,6.3%,i,-0.6%,0.4%,2.3,i
CCc1cc(-c2nnn(CCC3COCCO3)c2C(C)(C)O)ccc1-c1cn(CCc2c[nH]c3ccccc23)nn1 (centres undefined),9.2,17.2,11.6%,-12.0%,3.1%,.,0.3,i
Cc1cc(C)cc(N(CC(=O)NCC2CCCO2)C(=O)CCC(=O)Nc2cc(C)on2)c1 (centres undefined),-1.4,16.9,6.7%,i,0.0%,-0.2%,1.2,i
C=CCNC(=O)NC(=O)COC(=O)COc1ccc(Br)cc1F,0.2,-16.4,1.4%,-1.0%[57.5 µM],-2.2%,1.8%,-3.3,i
O=C(O)/C=C/C(=O)Nc1ccccc1C(=O)OCC(=O)c1ccc2c(c1)OCCO2,1.3,5.0,-2.7%,-27.1%,-29.3%,1.8%,-1.5,i
CC(C)(C)c1ccc(C(=O)NC(=S)NCc2cccnc2)cc1,1.7,5.0,3.8%,-17.8%,-2.6%,3.1%,-0.5,i
Cc1cccc(OCc2ccc(C(=O)N3CCOCC3)o2)c1,15.3,11.0,6.3%,i,18.3%,0.8%,2.5,i
CCc1c(C)nc2nc(NC(C)=O)[nH]n2c1=O,0.2,-4.4,9.0%,3.2%[57.5 µM],-5.6%,1.1%,2.6,i
CC(C)Cc1nnc(NC(=O)c2ccncc2)s1,-2.8,3.4,8.7%,i,-2.1%,0.8%,0.2,i
CN(n1cnc2ccccc2c1=O)S(C)(=O)=O,3.9,0.5,2.1%,-8.0%,-11.8%,-2.2%,0.1,i
CN(C(=O)CSc1nc2ccccc2o1)C1CCCCC1,-3.6,8.9,-19.1%,-23.4%,-29.9%,-4.2%,0.2,i
CC(=O)C[C@@H](O)CC(=O)[C@H]1OC(=O)CCCCCc2ccccc21,3.9,23.9,3.4%,-17.0%,-2.0%,-1.5%,-0.2,i
CC(C)NC(=O)c1ccccc1NC(=O)c1ccccc1N(C)S(C)(=O)=O,-11.2,12.1,9.7%,i,-2.4%,1.0%,-3.1,i
O=C(COC(=O)c1ccc(O)cc1)Nc1ccccc1[N+](=O)[O-],5.7,11.9,2.9%,-23.4%,-6.5%,0.4%,-3.3,i
Cc1nc(NCc2ccccn2)c2ccccc2n1,0.6,3.8,7.9%,i,-3.2%,-0.9%,-0.7,i
O=C(O)c1ccc(C=NNC(=O)c2ccccc2NS(=O)(=O)c2cccs2)cc1,5.2,3.0,3.2%,i,-11.0%,2.2%,-2.5,i
CCN(CC)CCn1c(NC(=O)c2ccccc2O)nc2ccccc21,-16.0,8.2,12.4%,i,5.7%,0.0%,-2.5,i
O=C(Nc1ccc(C(=O)N2CCCCC2)cc1)C1CCCC1,-5.8,-0.3,1.5%,-14.9%,-2.0%,.,1.4,i
CCC(NS(=O)(=O)c1ccc(C)cc1)C(=O)N1CCOCCOCCOCC1 (centres undefined),0.9,13.5,-1.9%,i,0.1%,0.3%,0.4,i
CSc1cccc(NC(=O)C2CCCN(c3ncnc4c3nc3n4CCCCC3)C2)c1 (centres undefined),4.4,6.1,13.3%,-15.8%,-15.8%,0.2%,-0.5,i
Cc1cc(C)n2nc(S(=O)(=O)N(C)c3ccccc3)nc2n1,2.8,16.6,4.5%,-6.5%,-9.6%,0.2%,1.1,i
COc1ccc(CCC(=O)N2CCN(S(=O)(=O)c3ccc(OC)cc3)CC2)cc1,0.2,0.9,11.6%,i,-3.8%,-0.3%,2.8,i
CCC(=O)Nc1sc(C(=O)N2CCCCC2)c(C)c1C#N,7.0,-24.7,-1.3%,-1.3%,9.5%,-1.0%,2.0,i

# A different layout for part of the listing above.
# Value order: DRD3 agonist	D3 antag	EPAC2 ag	PTHR1 agonist	EPAC2 antag	MmCpn inh	CCT modulator	pAkt inh
> COc1ccc(CCC(=O)N2CCN(S(=O)(=O)c3ccc(OC)cc3)CC2)cc1
→ 0.2	0.9	11.6%	i	-3.8%	-0.3%	2.8	i
> Cc1cc(C)n2nc(S(=O)(=O)N(C)c3ccccc3)nc2n1
→ 2.8	16.6	4.5%	-6.5%	-9.6%	0.2%	1.1	i
> CSc1cccc(NC(=O)C2CCCN(c3ncnc4c3nc3n4CCCCC3)C2)c1 (centres undefined)
→ 4.4	6.1	13.3%	-15.8%	-15.8%	0.2%	-0.5	i
